XiGFP reactiv = X-chromosome reactivation activator; XiGFP mouse fibroblasts, % GFP-positive cells imaging, 3 d; cells co-treated with 5-aza-dC sensitizer; scaled so ellipticine positive control = 100%; activation, % at 7.58 µM; 360,000 tested, 0.055% active;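 active = mean normalized replicate activation at least 10% and every replicate at or above 10%; inconclusive = only one of the two criteria met; inactive = mean below 10% and not all replicates reach 10%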;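 note: 0% = median of on-plate neutral control wells and 100% = ellipticine 6 µM median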
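System: SV40-immortalized XiGFP fibroblast cells, line 68-5-11 / Incubation: 3-day compound exposure, then 15 min fixation at room temperature / Compound: single concentration per compound, delivered by pin transfer / Buffer or medium: DMEM plus 5-aza-dC sensitizer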
GSIS activator = primary screen for activators of insulin secretion dependent on glucose, INS-1E cells, GLuc reporter luminescence; 370,000 tested, 0.61% active; INS-1E GLuc reporter insulin secretion, 2-3 h; AID 743287; activation, % at 16.6 µM;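 active = lowest replicate activation of at least 40%, so every replicate reaches that level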;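 note: 0% = median of neutral control wells and 100% = median of IBMX positive control wells; some compounds called inactive have numbers as strong as hits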
CFTR F508del cor = CFTR F508del correction in bronchial cells; 350,000 tested, 0.36% active; activity (quench increase), % at 7.58 µM; CFBE cells, YFP halide quenching; stimulated with forskolin plus potentiator P3; % fluorescence drop versus neutral controls;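 active = mean added fluorescence quench of at least 8% versus neutral control, with both replicates also reaching 8%; inconclusive = only one of the mean or replicate conditions met; inactive = mean below 8% and not both replicates reaching 8%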;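 note: cells transiently co-express mutant CFTR-F508del with the halide-sensitive YFP; corrector assay measuring rescue of mutant channel to the surface after 24 h compound exposure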
ERp5 inh = inhibitors of human ERp5; Q15084; ERp5 insulin aggregation, absorbance 650 nm, 90 min; inhibition, % at 9.99 µM; 350,000 tested, 0.05% active; AID 651711;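 active = mean replicate inhibition above about 25%, with every replicate also reaching it, limit read from the data, passing the limit was not always enough; inconclusive = only one of those two criteria met; inactive = neither criterion met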
Target sequence (Q15084 whole entry, looked up): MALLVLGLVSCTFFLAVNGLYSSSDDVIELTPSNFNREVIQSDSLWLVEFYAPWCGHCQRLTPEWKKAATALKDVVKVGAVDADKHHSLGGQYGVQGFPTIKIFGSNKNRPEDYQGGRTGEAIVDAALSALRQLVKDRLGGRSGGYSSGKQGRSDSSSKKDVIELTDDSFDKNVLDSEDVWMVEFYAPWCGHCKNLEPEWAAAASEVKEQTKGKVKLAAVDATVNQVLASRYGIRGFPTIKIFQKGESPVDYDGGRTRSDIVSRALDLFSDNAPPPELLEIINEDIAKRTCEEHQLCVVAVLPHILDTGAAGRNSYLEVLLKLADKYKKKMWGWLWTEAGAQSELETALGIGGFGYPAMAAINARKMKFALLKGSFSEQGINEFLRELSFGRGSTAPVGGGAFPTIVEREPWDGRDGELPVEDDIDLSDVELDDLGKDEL
ARNT TACC3 PPI = disrupts binding between human ARNT and TACC3; Q9Y6A5; AlphaScreen His-ARNT PAS-B/GST-TACC3 binding, luminescence; TACC3 fragment carries E629A point mutation; inhibition, % at 9.99 µM; 390,000 tested, 0.66% active; AID 623870;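 active = mean inhibition of replicates at least 50% and at least half of replicates each reaching 50%; inconclusive = half or more replicates reach 50% but mean below 50%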;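 note: 0% = complete ARNT plus TACC3 wells and 100% = ARNT alone without TACC3; many hits fall short of the cut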
DENV2 CPE rescue = inhibitors of DENV2 cytopathic effect; CPE inhibition, % at 9.99 µM; 350,000 tested, 1.7% active; DENV2-infected cells, cytopathic effect rescue, plate reader; AID 651640; in the data active = CPE inhibition above about 20%, passing the limit was not always enough; inconclusive = no clear call, values can overlap the other calls; tested in BHK-21 cells;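 note: 0% = median of neutral control wells and 100% = median of positive control wells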
EWS-Fli block = EWS/Fli transcriptional activity inhibition | A673 NR0B1-luciferase reporter, viability-normalised | 350,000 tested, 0.67% active | inhibition, % at 12.6 µM;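 active = mean inhibition of at least 50% after viability correction, with every replicate also passing that limit; inconclusive = mean reaches 50% but only one of two replicates passes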;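 note: firefly luciferase signal divided by Alamar Blue viability fluorescence both relative to DMSO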
PAX8 reporter = PAX8 transcriptional activity inhibition | RMG-I TPO-luciferase reporter, SteadyGlo, 24 h | inhibition, % at 12.6 µM | 360,000 tested, 1.2% active | AID 652154;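 active = mean replicate inhibition at least 60% with every replicate also reaching 60%; inconclusive = only one of the two criteria is met; inactive = mean below 60% and not all replicates reaching 60%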;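 note: luciferase light reporting Pax8 driven TPO promoter activity; plate controls were median of neutral control wells for no effect and mitoxantrone controls for full effect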
* = called active by the depositor; ? = inconclusive; / = not tested or not shown.

The first 2 entries as a preview:
SMILES	XiGFP reactiv	GSIS activator	CFTR F508del cor	ERp5 inh	ARNT TACC3 PPI	DENV2 CPE rescue	EWS-Fli block	PAX8 reporter
CC(C)c1cc(Cn2c3ccccc3c(=O)n2C(C)Cn2cc(COc3ccccc3)nn2)on1 (stereo not drawn)	-0.2	2.9	0.7	-1.2	/	2.4	-8.7	-11.5
Cc1ccc2ccc(C#N)cc2c1O	0.1	-13.3	3.1	2.1	/	7.4	0.1	4.1

All compounds of this part (from the top)
SMILES	XiGFP reactiv	GSIS activator	CFTR F508del cor	ERp5 inh	ARNT TACC3 PPI	DENV2 CPE rescue	EWS-Fli block	PAX8 reporter
CC(C)c1cc(Cn2c3ccccc3c(=O)n2C(C)Cn2cc(COc3ccccc3)nn2)on1 (stereo not drawn)	-0.2	2.9	0.7	-1.2	/	2.4	-8.7	-11.5
Cc1ccc2ccc(C#N)cc2c1O	0.1	-13.3	3.1	2.1	/	7.4	0.1	4.1
CC1CCCN(C(=O)Cc2cccc3ccccc23)C1 (stereo not drawn)	0.4	5.0	-0.4	1.2	-1.1	3.2	1.7	-16.9
Cc1ccc(-c2nc(SC(C)C(=O)c3c(N)n(C)c(=O)n(C)c3=O)n[nH]2)cc1 (stereo not drawn)	0.0	25.8	-0.5	-0.5	-1.4	-2.4	-2.6	11.0
COc1ccc(NC(=O)Cn2nnc(C(=O)NCc3ccc4c(c3)OCO4)c2N)c(OC)c1	0.0	5.6	4.7	-11.5	2.8	2.1	-2.7	7.2
CNC[C@H]1Oc2ccc(NS(=O)(=O)c3ccc(F)cc3)cc2CC(=O)N([C@@H](C)CO)C[C@@H]1C	-0.1	17.2	-1.0	-0.5	7.1	?	11.0	-15.6
Cc1onc(-c2ccccc2)c1C(=O)Nc1ccc(S(=O)(=O)Nc2nccs2)cc1	-0.1	22.5	3.5	2.7	0.5	7.9	19.3	4.9
COc1ccccc1-n1c(=O)[nH]c2c(C(N)=O)nc(-c3cccnc3)nc21	0.2	8.0	-4.4	-2.1	5.4	-2.0	-1.1	24.4
Cc1cc(C)c(C)c(S(=O)(=O)N2CCNC(=O)C2)c1C	0.0	/	-2.5	1.4	/	2.7	6.7	-5.8
CC(C)CC#Cc1ccc([C@H]2[C@@H](CO)N3C(=O)CN(C(=O)CN4CCOCC4)C[C@H]23)cc1	0.2	0.5	1.5	-2.6	/	-8.3	-1.7	/
O=C(C[C@@H]1CC[C@H](NC(=O)c2ccccc2)[C@@H](CO)O1)NCc1ccncn1	0.0	13.1	-1.7	-5.8	-6.4	-8.9	-7.2	-12.5
O=C(CCCN1C(=O)/C(=C/c2cccs2)SC1=S)NNC(=O)c1ccc(F)cc1	0.0	-13.1	/	/	-2.0	/	/	-14.8
CC1CN(CC(=O)NC(C)c2ccccc2)CC(C)O1 (stereo not drawn)	0.0	19.9	1.3	2.2	-5.6	3.6	10.6	11.9
Cc1ccnc(N2CCC(C(=O)NNC(=O)COc3cccc4ccccc34)CC2)n1	0.4	4.3	-0.4	-3.3	/	1.8	7.2	8.2
COCc1c(Br)c(C)nc(OCC(=O)N/N=C/c2ccco2)c1C#N	0.0	-12.6	/	-0.2	-1.6	-0.5	0.8	7.3
O=C(Nc1ccc(Cl)cc1)c1cncs1	0.0	-1.9	1.0	1.2	-5.2	1.5	-1.4	24.4
Cc1cc(OCC(=O)NNC(=S)NC(=O)c2ccc(Br)o2)ccc1Cl	0.4	14.8	-0.9	-1.9	-2.0	8.2	-9.1	13.8
O=C(Cn1cnc2c(nnn2Cc2ccc(F)cc2)c1=O)NCc1ccc(F)cc1	0.1	0.8	2.0	0.8	-5.6	-6.5	-3.2	9.3
NC(=O)c1ccsc1NC(=O)COC(=O)C1CC2CCCC(C1)C2=O (stereo not drawn)	0.2	-8.0	-1.6	1.4	-5.9	14.1	1.7	16.0
O=S(=O)(NCC[C@H]1CC[C@@H](NS(=O)(=O)c2ccccc2Cl)[C@@H](CO)O1)c1ccc(F)cc1	0.2	-13.2	-2.1	1.5	-3.8	17.4	-4.7	7.1
Cc1[nH]nc2c1C(c1cccc(C(F)(F)F)c1)N(Cc1ccccc1)C2=O (stereo not drawn)	-0.1	-7.5	-1.1	1.9	/	7.4	2.7	-0.5
OC[C@@H]1Nc2ccc(-c3cccc(F)c3)cc2[C@@H]2[C@H]1CCN2Cc1ccc(F)cc1	0.1	5.6	-1.7	-0.8	-1.4	-13.9	-7.2	-1.4
COc1cccc(NC(=O)n2ncc3c(C)cccc32)c1	0.0	3.8	1.6	-3.9	-11.8	2.7	?	-127.3
COc1ccccc1N1CCN(C(=O)CCS(=O)(=O)c2ccc3c(c2)NC(=O)C(C)S3)CC1 (stereo not drawn)	0.0	3.5	-3.5	1.0	1.3	13.9	/	26.2
CCN(CC(=O)Nc1ccc(NC(C)=O)cc1)S(=O)(=O)/C=C/c1ccccc1	0.0	2.5	-0.9	7.1	-4.5	0.8	-1.6	5.0
COc1cccc(C=O)c1OCCCOc1cccc2cccnc12	0.2	-4.1	5.0	0.6	1.0	2.1	12.2	-71.4
O=C(Nc1ccc(Br)cc1)c1cc2ccccn2n1	-0.7	54.3*	1.3	?	-1.8	0.0	-106.4	-171.3
CN(C)C(=O)[C@@H]1[C@@H](CO)[C@@H]2Cn3c(ccc(-c4cccc(F)c4)c3=O)[C@H]1N2CC1CC1	0.1	-6.2	-1.5	-2.2	-9.2	-3.2	-8.9	-19.4
Cc1cc2c(cc1S(=O)(=O)N1CCCCC1)OCC(=O)N2	0.3	/	0.1	-2.0	-1.6	2.2	0.0	-9.0
Cc1cccc(N2CCN(C(=O)NC(C)c3ccc(F)c(F)c3)CC2)c1C (stereo not drawn)	0.1	1.1	-2.3	9.6	-9.4	10.9	-5.4	-14.2
CCN(C(=O)CSc1nnc(-c2ccc(OC)cc2)n1N)c1c(N)n(Cc2ccccc2)c(=O)[nH]c1=O	0.0	-14.3	-2.4	2.7	-2.6	-4.8	1.6	-3.4
CCOC(=O)c1cc2ccccc2n1C1CCN(CCc2ccccc2)CC1	0.3	-8.3	-0.1	-0.3	/	3.3	-13.1	8.8
O=S(=O)(c1cc(Cl)ccc1Cl)N1CCN2CCCC2C1 (stereo not drawn)	0.0	-6.8	-1.5	-0.2	16.2	5.1	5.5	-9.4
Cc1cccc(NC(=O)CN2C(=O)S/C(=C\C(=O)Nc3ccc(Cl)cc3)C2=O)c1	0.2	199.3*	/	/	0.5	/	/	-11.7
O=C(N[C@@H]1C=C[C@@H](CC(=O)N2CCOCC2)O[C@H]1CO)c1cccc(F)c1	-0.2	1.6	-2.1	-5.0	-3.7	15.6	0.0	-0.1
CC(C)NC(=O)Nc1ccc2c(c1)C(=O)N(C)[C@@H]1CC[C@@H](CC(=O)NCC(F)(F)F)O[C@@H]1CO2	0.0	7.1	1.6	/	-1.4	-1.5	-1.2	4.1
COc1ccc2cc(C(=O)N3CCN(c4ccccc4F)CC3)[nH]c2c1	0.0	-18.6	0.1	1.0	-5.2	?	-10.2	22.1
O=C(NC1CCCN(Cc2ccc(Cl)cc2)C1)c1ccccc1-c1ncc[nH]1 (stereo not drawn)	0.0	5.7	-2.0	0.8	10.2	5.3	-0.9	-3.4
Cc1cc(=O)[nH]c(SCC(=O)Nc2ccc3c(c2)OCCO3)n1	0.0	12.6	2.0	2.0	/	1.0	-2.5	-2.0
COC(=O)c1ccccc1NC(=O)c1cc(C)no1	0.0	0.2	-0.4	-3.4	-13.6	16.5	3.4	15.0

Look-ups from the results shown.
Reading of COc1ccc2cc(C(=O)N3CCN(c4ccccc4F)CC3)[nH]c2c1 in CFTR F508del cor: 0.1
Reading of CCOC(=O)c1cc2ccccc2n1C1CCN(CCc2ccccc2)CC1 in CFTR F508del cor: -0.1

Next entries:
SMILES	XiGFP reactiv	GSIS activator	CFTR F508del cor	ERp5 inh	ARNT TACC3 PPI	DENV2 CPE rescue	EWS-Fli block	PAX8 reporter
CC(C)NC(=O)N(C)C[C@@H]1Oc2ccc(NC(=O)Nc3cccc4ccccc34)cc2C(=O)N([C@H](C)CO)C[C@H]1C	0.0	5.2	1.3	-0.3	-6.8	5.7	-8.2	-1.6
C[C@@H]1CN([C@H](C)CO)S(=O)(=O)c2ccc(C#CC3CCCC3)cc2O[C@@H]1CN(C)Cc1cncnc1	0.2	-33.1	0.6	/	/	/	6.2	40.9
Cc1ccc([C@H]2N[C@]3(CCCN(Cc4cccn4C)C3=O)[C@H]3C(=O)N(Cc4ccccc4)C(=O)[C@@H]23)cc1	0.0	-3.8	-2.3	6.1	/	-5.4	-4.4	0.6
CCOC(=O)N/N=C(C)/C=C/c1ccccc1	0.0	-1.2	1.2	-1.2	-9.3	/	-28.9	-45.8
Cc1cc(C(=O)NNC2CC(=O)N(c3ccc4ccccc4c3)C2=O)c(C)o1 (stereo not drawn)	0.0	-10.5	-5.4	1.2	6.6	6.8	-4.6	0.0
C[C@@H]1CN([C@@H](C)CO)C(=O)c2cc(NC(=O)Nc3cccc4ccccc34)ccc2O[C@@H](C)CCCCO[C@@H]1CN(C)C(=O)Nc1ccccc1	0.5	7.2	-2.3	-0.4	0.1	-0.4	-1.6	1.6
COc1ccc(C(=O)NCCc2ccccn2)cc1S(=O)(=O)Nc1ccc(Br)cc1	0.3	-41.1	0.4	-1.6	20.5	?	-17.2	3.3
Cc1nc(NC(=O)CSc2nnc(-c3ccncc3)n2C)sc1C	0.0	-4.2	-1.1	-2.3	/	0.1	-4.4	1.3
COc1ccc(NC(=S)NCc2cccn2C)cc1	-0.1	-6.4	0.4	-2.9	1.6	10.3	-6.4	2.1
C[C@@H]1CCCCO[C@H](CN(C)C)[C@H](C)CN([C@H](C)CO)C(=O)c2cc(NS(=O)(=O)c3cn(C)cn3)ccc2O1	0.0	7.9	-2.7	2.5	0.5	-2.8	/	-21.0
COc1ccc(C(=O)c2ccc(Cl)cc2)c(OC)c1OC	-0.1	4.8	0.8	-1.9	-5.2	15.2	7.0	-3.4
C/C(CC(=O)Nc1ccccc1C#N)=N\NC(=O)c1ccncc1	0.2	2.3	0.8	1.6	8.4	8.1	6.4	7.6
S=c1[nH]nc(COc2ccccc2)n1/N=C/c1ccco1	0.0	-7.2	3.5	6.3	/	/	8.6	-16.3
O=C(O)C[C@@H]1CC[C@H]2[C@@H](COC[C@H](O)CN2S(=O)(=O)c2ccc(Oc3ccccc3)cc2)O1	0.0	13.6	-0.4	/	-9.8	3.5	-3.7	-20.1
CCN1C(=O)/C(=C/C2=Cc3ccccc3OC2C)SC1=S (stereo not drawn)	0.1	-7.5	1.0	-9.0	/	-4.2	-33.6	-0.1
CCCCn1nnnc1SCC(=O)NNC(=O)c1ccco1	0.0	20.5	1.2	0.4	0.6	3.8	13.9	-4.8
CC1Sc2ccc(S(=O)(=O)NCc3ccccc3)cc2NC1=O (stereo not drawn)	0.0	3.5	3.8	4.4	4.2	-3.3	/	5.7
CCOC(=O)CSc1nnc(CCCCCN2C(=O)c3cccc4cccc(c34)C2=O)o1	?	-3.3	-0.6	2.0	3.7	-2.2	2.3	1.6
CCOCC(=O)Nc1cc([N+](=O)[O-])ccc1OC	0.0	0.9	-2.4	0.4	-12.5	1.3	6.8	22.4
CCN1CCN(c2cc(C)c3cc(NC(=O)c4ccc5c(c4)OCO5)ccc3n2)CC1	0.0	3.7	2.9	-3.2	-17.7	3.1	-51.3	31.4

Compound activity from PubChem BioAssay.
